From PubChem
HePTP inh: inhibitors of human HePTP phosphatase, primary screen, biochemical, absorbance, leukemia target; recombinant HePTP phosphatase activity, OD absorbance; inhibition, % at 20 µM; 110,000 compounds, 0.64% hits; in the data active means inhibition above about 50%;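 further: plate controls were vehicle for no effect and reference inhibitor for full effect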
Target sequence (P35236 whole entry, looked up): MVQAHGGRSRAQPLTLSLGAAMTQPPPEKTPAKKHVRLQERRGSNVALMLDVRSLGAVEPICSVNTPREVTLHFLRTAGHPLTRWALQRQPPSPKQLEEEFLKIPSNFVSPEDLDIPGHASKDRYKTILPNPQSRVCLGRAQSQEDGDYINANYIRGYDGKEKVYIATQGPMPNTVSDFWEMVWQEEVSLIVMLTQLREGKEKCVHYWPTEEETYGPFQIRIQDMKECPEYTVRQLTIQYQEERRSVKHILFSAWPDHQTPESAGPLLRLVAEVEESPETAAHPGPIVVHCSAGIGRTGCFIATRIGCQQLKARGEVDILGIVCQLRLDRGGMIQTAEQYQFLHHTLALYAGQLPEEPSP
BAP1 inh: inhibitors of BAP1 deubiquitinase, primary screen, biochemical, Ub-AMC fluorescence, kinetic; recombinant BAP1, Ub-AMC hydrolysis fluorescence kinetic; stronger effect = lower value; activity remaining (% of control), % at 20 µM; 72,000 compounds, 0.48% hits; AID 436, 2006;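 active means activity remaining at or below 50% of control, provided the compound also passes the data quality filters; inactive means the rest, including low values that fail the filters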;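 further: 100% = DMSO wells rate and 0% = substrate alone blank rate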
Target sequence (Q92560 whole entry, looked up): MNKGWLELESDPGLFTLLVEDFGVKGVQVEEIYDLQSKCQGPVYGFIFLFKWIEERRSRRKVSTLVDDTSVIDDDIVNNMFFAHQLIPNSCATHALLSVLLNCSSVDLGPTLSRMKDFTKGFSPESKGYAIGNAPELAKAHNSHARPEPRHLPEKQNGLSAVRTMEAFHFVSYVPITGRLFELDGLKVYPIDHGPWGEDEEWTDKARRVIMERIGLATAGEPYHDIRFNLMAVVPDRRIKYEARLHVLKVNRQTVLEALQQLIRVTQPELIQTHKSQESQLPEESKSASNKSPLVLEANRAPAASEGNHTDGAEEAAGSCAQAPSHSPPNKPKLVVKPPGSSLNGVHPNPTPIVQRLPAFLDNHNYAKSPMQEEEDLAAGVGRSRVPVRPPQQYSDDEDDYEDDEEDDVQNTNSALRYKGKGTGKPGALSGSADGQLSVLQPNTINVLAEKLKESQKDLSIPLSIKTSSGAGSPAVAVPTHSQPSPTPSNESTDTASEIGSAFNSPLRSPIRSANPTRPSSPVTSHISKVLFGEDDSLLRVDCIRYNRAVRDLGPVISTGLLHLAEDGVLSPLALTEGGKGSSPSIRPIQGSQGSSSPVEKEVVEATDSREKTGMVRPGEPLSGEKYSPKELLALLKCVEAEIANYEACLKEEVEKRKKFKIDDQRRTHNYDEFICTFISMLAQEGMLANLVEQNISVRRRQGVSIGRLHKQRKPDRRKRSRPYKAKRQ
* hit, by the source's call; x = no result given; & = joins results of further samples.

The first 3 compounds (preview)
SMILES	HePTP inh	BAP1 inh
Cc1ccc2c(c1)NC(=O)C(CC(=O)NCc1ccc(F)cc1)O2 (centres undefined)	9	96
COc1ccc(S(=O)(=O)N2CCc3ccccc32)cc1C(=O)OCc1c(C)noc1C	3	52
O=C(CN1C(=O)c2ccccc2C1=O)Nc1ccc(-c2nc3ccccc3o2)cc1	-1	x

Main list, repeating the preview:
SMILES	HePTP inh	BAP1 inh
Cc1ccc2c(c1)NC(=O)C(CC(=O)NCc1ccc(F)cc1)O2 (centres undefined)	9	96
COc1ccc(S(=O)(=O)N2CCc3ccccc32)cc1C(=O)OCc1c(C)noc1C	3	52
O=C(CN1C(=O)c2ccccc2C1=O)Nc1ccc(-c2nc3ccccc3o2)cc1	-1	x
COC(=O)c1cc(-c2ccc(/C=N/n3cnnc3)o2)ccc1Cl	-6	x
Cc1ccc(/C=C2/C=C(c3ccc(Br)cc3)OC2=O)o1	17	x
Cc1nn(C(=O)c2cccs2)c(C)c1Sc1ccc(Cl)cc1	x	78
CCOC(=O)c1ccc(NC(=O)c2ccccc2OC)cc1	-3	x
O=C(CSc1nnc(-c2ccccc2)c(-c2ccccc2)n1)N1CCCCC1	4	x
O=C(NCc1cccs1)c1ccc2c(c1)ncn2C1CCCC1	3	93
CC(C)(C)c1ccc(S(=O)(=O)N2CCN(C(c3ccccc3)c3ccccc3)CC2)cc1	x	100
Cc1oc2ccc(NS(=O)(=O)c3cccc([N+](=O)[O-])c3)cc2c1C(=O)OC(C)C	x	113
CN(CC(=O)N1CCN(c2ccccn2)CC1)S(=O)(=O)c1ccccc1	10	107
COc1cccc(OC)c1-c1nnc(-c2cn(C)c3ccccc23)o1	4	x
CCCCOC(=O)c1cccc(NC(=O)COc2cc(C)cc(C)c2)c1	-8	x
CCOC(=O)COc1ccc(/C=c2\sc3nc4ccccc4n3c2=O)cc1	-16	x
COc1ccc(OC)c2[nH]c(=O)c(CCNC(=O)c3ccc(S(=O)(=O)N4CCCCC4)cc3)cc12	7	92
CCN(CC)S(=O)(=O)c1cccc(C(=O)NC2CCCCC2)c1	1&-4	128
O=C1CSC(=O)N1c1ccc([N+](=O)[O-])cc1	9	x
Cc1ccc(C2(c3ccc(C)o3)C(=O)Nc3ccccc32)o1	7	x
CSc1nc2n(n1)C(c1cc(Br)ccc1F)C(C(=O)N(C)C)=C(C)N2 (centres undefined)	5	109
O=C(NCCc1ccccc1)c1ccnc(/C=N/O)c1	10	93
O=C(Nc1ccc(Nc2ccccc2)cc1)c1cccc(F)c1	1	x
Cc1cc(C)n(Cc2cccc(F)c2)c(=O)c1C#N	-1	59
O=C(CSC1=Nc2ccccc2C2=NC(CC(=O)NC3CCCCC3)C(=O)N12)NCc1ccco1 (centres undefined)	1	x
NS(=O)(=O)c1ccc(Cl)c(C(=O)Nc2cccc([N+](=O)[O-])c2)c1	x	103
Cc1ccc2c(c1)c(-c1ccccc1)c(-c1ccccc1)n2CC(O)CN1CCOCC1 (centres undefined)	x	73
Cn1c(CCNC(=O)c2cccs2)nnc1SCC(=O)N1CCN(c2ccccc2)CC1	6	61
COc1ccc(C)cc1NC(=O)COc1cc(C)c(Cl)c(C)c1	-7	x
COc1cc(C(=O)OCCN2CCOCC2)cc(OC)c1OC	8&9	x
COc1ccc(N2C(=O)CCC(C(=O)Nc3ccccn3)C2c2ccc(OC)c(OC)c2)cc1 (centres undefined)	1	x
COc1ccc(-c2nc3c(=O)n(C)c(=O)[nH]c3n2CCc2ccccc2)cc1	-10	172
Cc1ccc2nc(-c3ccc(NC(=O)C4CCC(=O)N4)cc3)sc2c1 (centres undefined)	-5	x
Nc1c(C(=O)c2ccc(Br)cc2)sc2nc(C(F)(F)F)c(C(=O)c3cccs3)cc12	1	x
COc1ccc2c(c1)-c1c(sn(-c3ccc(C)c(C)c3)c1=S)C(C)(C)N2	-3	x
O=C(Nc1cccc(NC(=O)c2cccnc2)c1)c1cccnc1	16	113
COc1cc(/C=C2\SC(N)=NC2=O)ccc1OCc1cccc2ccccc12	3	x
NC(=O)c1ccc(NC(=O)Nc2cccc(Cl)c2)cc1	9	x
O=S(=O)(NCCNC/C=C/c1ccc(Br)cc1)c1cccc2cnccc12	x	87
Nc1nc(-c2ccc(-n3nncc3-c3ccccc3)cc2)cs1	3	x
Cc1ccc2oc(=O)n(Cc3ccccc3OC(C)C)c2c1	6	102
CC(C)CNS(=O)(=O)c1ccc(OCC(=O)Nc2ccc3c(c2)OCO3)c(Cl)c1	4	128
Cn1c(=O)c2c(nc(CN3CCN(Cc4ccccc4)CC3)n2Cc2ccc(Cl)cc2)n(C)c1=O	3	68
COc1ccc(NC(=O)CC2Sc3ncnn3C2=O)cc1 (centres undefined)	12	98
Nc1nnc(CC(=O)ON/N=C/c2ccc(-c3ccccc3[N+](=O)[O-])o2)s1	1	x
COc1ccc(/C=C/C(=O)NCc2ccccn2)cc1OC	-1	x
COc1ccccc1NC(=O)c1cc(C(=O)O)ccc1C(=O)O	5	107
Cc1nnc(NC(=O)/C=C/c2ccc(F)cc2)s1	2	x
COc1ccc(Cl)cc1NS(=O)(=O)c1ccc(S(=O)(=O)N2CCCC2)cc1	0	105
O=C(O)CCN1C(=O)/C(=C/c2ccc(-c3cc(Cl)ccc3Cl)o2)SC1=S	7	x
CCOC(=O)c1cc(NC(=O)CSCCO)ccc1Cl	8	62
Cc1nc2nc[nH]n2c(=O)c1Cc1ccccc1	7	x
CC(C)(C)c1ccc(C(=O)N2CCCCCC2)cc1	7	x
CCOc1cc(/C=C2/SC(=S)N(C)C2=O)cc(Cl)c1OCCOc1ccccc1C	5	x
COC(=O)c1cc(NC(=O)c2ccccc2OC)cc(C(=O)OC)c1	-9	x
CCNC(=O)NC(=O)COC(=O)CNC(=O)COc1ccccc1	-10	x
N#Cc1c(N)[nH]c(=S)c(C#N)c1-c1cccc(F)c1	6	x
COc1ccc(S(=O)(=O)Nc2nccs2)cc1	-9	x
O=C(c1ccc2c(c1)OCO2)N1CCN(c2ccccc2)CC1	6	113
CCCOc1ccc(N2C(=O)CC(N3CCN(c4ccccc4OC)CC3)C2=O)cc1 (centres undefined)	10	104
Cc1ccc(NC(=O)c2c(-c3c(F)cccc3Cl)noc2C)cc1F	-4	99
Later entries.
SMILES	HePTP inh	BAP1 inh
O=C(/C=C(\Nc1ccccc1)c1ccccc1)c1cccc2ccccc12	-1	x
O=C(CC(c1ccccc1)c1ccccc1)NCC1CCCO1 (centres undefined)	-2	x
Cc1cccc(Nc2ncc([N+](=O)[O-])cc2[N+](=O)[O-])n1	x	71
Cc1ccc(S(=O)(=O)c2c(N)n(/N=C/c3ccco3)c3nc4ccccc4nc23)cc1	7	x
COc1ccccc1-n1nnnc1SCC(=O)Nc1cc(C)on1	7	54
CC(=O)C12CCCCC1CC1C3CC=C4CC(O)CCC4(C)C3CCC12C (centres undefined)	8	x
CCc1ccc(C2NC(=O)NC(C)=C2C(=O)OCCOc2ccccc2)cc1 (centres undefined)	x	92
Cn1cccc1Cc1nnc(SCC(=O)Nc2nc3ccccc3s2)n1CCc1ccccc1	-4	76
N#CC1=C(N)SC(N)=C(C#N)C1C1CC=CCC1 (centres undefined)	2&6	84
Clc1cccc(Cl)c1Cn1cnc(=NCc2ccco2)c2[nH]cnc21	12	101
COc1ccc(C2=C/C(=C3\OC(=O)c4ccccc43)C(=O)O2)cc1	8	x
O=c1cc(-c2cc(Cl)cc3c2OCOC3)oc2ccc(Cl)cc12	x	56
CCOC(=O)C1CCN(Cc2nc3ccc(Cl)cc3n2CCO)CC1	4	127
NC(=O)CSC1=Nc2ccccc2C2=NC(CC(=O)NCc3cccs3)C(=O)N12 (centres undefined)	4	75
CCOc1ccc(N2C(=O)c3ccccc3NC2c2cccc([N+](=O)[O-])c2)cc1 (centres undefined)	0	x

Quoted at random: five records from the list.
SMILES	HePTP inh	BAP1 inh
CCCOc1ccc(N2C(=O)CC(N3CCN(c4ccccc4OC)CC3)C2=O)cc1 (centres undefined)	10	104
NC(=O)c1ccc(NC(=O)Nc2cccc(Cl)c2)cc1	9	x
COc1ccc(N2C(=O)CCC(C(=O)Nc3ccccn3)C2c2ccc(OC)c(OC)c2)cc1 (centres undefined)	1	x
CSc1nc2n(n1)C(c1cc(Br)ccc1F)C(C(=O)N(C)C)=C(C)N2 (centres undefined)	5	109
O=C(/C=C(\Nc1ccccc1)c1ccccc1)c1cccc2ccccc12	-1	x

(continued)
SMILES	HePTP inh	BAP1 inh
O=C(N/N=C/c1cn(Cc2ccccc2)c2ccccc12)C1COc2ccccc2O1 (centres undefined)	0	x
Cc1onc(-c2ccccc2Cl)c1C(=O)NC1CCS(=O)(=O)C1 (centres undefined)	4	86
Cc1cc(N2CCN(S(=O)(=O)Cc3ccccc3)CC2)n2ncnc2n1	-7	106
COC(=O)c1ccc(Sc2ccc(C)cc2)c(N)c1	6	66
O=C(c1ccc2c(c1)OCCO2)C1CCN(C(=O)c2ccc(F)c(F)c2)CC1	0	93
O=C1c2ccccc2C(O)(c2ccc(Br)cc2)N1c1ccccc1 (centres undefined)	-14	x
O=S(=O)(c1ccc2c(c1)OCCO2)N1CCC(c2nc3ccccc3[nH]2)CC1	9	97
CCn1c2ccccc2n2cc(-c3ccc([N+](=O)[O-])cc3)nc12	6	68
O=C(NCc1ccc2c(c1)OCO2)C1CCCN1C(=O)Nc1ccccc1 (centres undefined)	6	71
CC(=O)Oc1ccc2oc3c(c2c1)C(=O)CCC3	9	120
O=C(COc1ccc(Cl)cc1Cl)NC(=O)N1CCOCC1	-7	64
CCOCCCNC(=O)c1ccccc1Br	-5	99
CCOC(=O)c1sc(NC(=O)CSc2nnc(-c3ccco3)o2)c(C(=O)OCC)c1C	10	x
COc1ccccc1-n1c(CCN2C(=O)c3ccccc3C2=O)nc2ccccc2c1=O	-15	x
CCCCCCCNC1CC(=O)N(c2ccc(C(=O)OCC)cc2)C1=O (centres undefined)	-12	x
COc1cccc(CNC(=O)C2CCN(Cc3cnn(-c4ccccc4)c3-n3cccc3)CC2)c1	-4	128
O=C(NC(c1ccccc1)c1ccccc1)C(=O)c1c[nH]c2ccccc12	-3	x
CC1=NN(c2ccc(S(N)(=O)=O)cc2)C(=O)/C1=C\c1ccc(N(C)C)c(Br)c1	-20	x
COc1ccc(C2CC(C(F)(F)F)n3nc(C(=O)N(C)Cc4cn(C)nc4C)c(Cl)c3N2)cc1 (centres undefined)	28	97
OC(CNCc1ccccc1)(c1ccccc1)c1ccc(Br)cc1 (centres undefined)	4	x
Cc1cc(NC(=O)C23CC4CC(CC(C4)C2)C3)no1	-12	x
COCCOC(=O)C1=C(C)NC2=C(C(=O)CCC2)C1c1ccccc1I (centres undefined)	-5	x
CCOc1cccc(C(=O)Nc2ccc(N3CCN(S(C)(=O)=O)CC3)cc2)c1	9	72
CN1C(=O)C(=Cc2cc(Cl)ccc2O)C(=O)N(C)C1=O	2	x
N/C(=C/C(=O)c1cccs1)C(F)(F)C(F)F	3	x
CCCN(CCC)C(=O)CSc1nc2n[nH]c(C)c2c(=N)n1-c1ccc(OCC)cc1	-10	57
Cc1cccc(OCC(=O)Nc2ccccc2F)c1C	11	x
NC(=O)c1c(NC(=O)COC(=O)CSc2nnc(-c3ccc(Cl)cc3)o2)sc2c1CCC2	2	x
CCCCN(CCCC)S(=O)(=O)c1ccc(C(=O)Nc2nnc(COC)o2)cc1	9	96
C=CCN1C(=O)/C(=C\c2ccc(-c3cccc([N+](=O)[O-])c3)o2)C(=O)NC1=S	96*	x

4 entries from above, with bars between the fields.
compound | HePTP inh | BAP1 inh
CCCN(CCC)C(=O)CSc1nc2n[nH]c(C)c2c(=N)n1-c1ccc(OCC)cc1 | -10 | 57
Cc1cccc(OCC(=O)Nc2ccccc2F)c1C | 11 | x
NC(=O)c1c(NC(=O)COC(=O)CSc2nnc(-c3ccc(Cl)cc3)o2)sc2c1CCC2 | 2 | x
CCCCN(CCCC)S(=O)(=O)c1ccc(C(=O)Nc2nnc(COC)o2)cc1 | 9 | 96

Later entries.
SMILES	HePTP inh	BAP1 inh
CCC(C)[C@@H](NC(=O)OC(C)(C)C)c1nnc(S(=O)(=O)Cc2cccc(C)c2)o1 (some centres undefined)	-6	110
COc1ccccc1-c1cc(C(=O)NCc2ccc(F)cc2)no1	11	92
COC(=O)CNC(=O)C12CC3(C)CC(C)(CC(C)(C3)C1)C2	0	70
CC(=O)Nc1ccc2c(c1)CCCN2C(=O)c1ccccc1	-1	99
Cc1cccc(CCNS(=O)(=O)c2cnc[nH]2)c1	-7	91
CCOC(=O)c1ccccc1NC(=O)CSc1nc2ccccc2n1CC(=O)N1CCCC1	13	121
Cc1nc2ccc(NC(=O)c3c(-c4ccccc4)noc3C)cc2s1	6	87
Cc1nc2sc(C(c3cccs3)N3CCN(C(=O)c4ccco4)CC3)c(O)n2n1 (centres undefined)	0	87
O=C(c1cccnc1)N1N=C(C(F)(F)F)CC1(O)c1ccc(Cl)cc1 (centres undefined)	4	x
COc1ccc2c(C(F)(F)F)cc(=O)oc2c1C	9	181
COC(=O)CSc1nc(C2CC2)nc2ccccc12	1	89
O=C(c1ccc2c(c1)C(=O)N(Cc1ccco1)C2O)N1CCOCC1 (centres undefined)	-1	105
CCN(C1CCCCC1)S(=O)(=O)c1cc(C)ccc1OC	5	133
C#Cc1cccc(NC(=O)COc2ccccc2OC)c1	-5	x
O=C(CCNc1ccccc1)c1cccc([N+](=O)[O-])c1	10	x
Cc1ccc(NC(=O)OCC(F)(F)C(F)F)cc1Cl	-5	x
Cc1ccccc1OCc1nc(-c2cccnc2)no1	6	x
Cc1ccc(C(=O)CCC2CCCC2=O)cc1 (centres undefined)	16	100
O=C1c2ccc3c4c(ccc(c24)C(=O)N1Cc1ccco1)CC3	9	x
O=C1NC(c2cccs2)Nc2ccccc21 (centres undefined)	7	103

Shown with each value named: entries from further up.
Cc1onc(-c2ccccc2Cl)c1C(=O)NC1CCS(=O)(=O)C1 (centres undefined)
  HePTP inh: 4
  BAP1 inh: 86

Cc1cc(N2CCN(S(=O)(=O)Cc3ccccc3)CC2)n2ncnc2n1
  HePTP inh: -7
  BAP1 inh: 106
